From PubChem BioAssay
hIAP inh: human IAP inhibition. P09923. purified IAP, CDP-Star luminescence, 30 min. inhibition, % at 10 µM. hit rate 0.12% among 330,000. AID 2544;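 active means inhibition reaching a set limit with compound at 10 µM in the primary screen, cut at about 35% in these data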;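 further: plate controls were DMSO wells with enzyme for no effect and no-enzyme buffer wells for full effect; values of inactives mirror those of a sister screen read the other way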
mIAP activ: mouse IAP activation; muIAP, CDP-Star luminescence, 30 min; hits give high values; 1 = vehicle-only enzyme signal, 0 = enzyme-free wells; activation factor at 10 µM; hit rate 0.24% among 330,000; AID 2805;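 active means activation factor of at least 2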; further: the source names both 10 and 20 µM as test concentration; values of inactives mirror those of a sister screen read the other way
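Assay system: mouse IAP enzyme / Compound: DMSO-dissolved test compounds / Timing: 30 min, room temperature / Measured by: luminescence from enzymatic CDP-Star hydrolysis / Control set: DMSO-only wells, enzyme-free buffer wells as negative control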
hIAP activ: increases human intestinal alkaline phosphatase activity; hit rate 0.16% among 330,000; AID 2524; purified human IAP, CDP-Star luminescence, 30 min; hits give high values; 1 = vehicle-only enzyme, 0 = enzyme-free background; activation factor at 10 µM; P09923;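 active means activation factor of the enzyme at least 2-fold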; further: the source names both 10 and 20 µM as test concentration; values of inactives mirror those of a sister screen read the other way
APOBEC3G inh: APOBEC3G (human) deaminase inhibition. inhibition, % at 20 µM. hit rate 0.28% among 330,000. recombinant A3G, ssDNA deamination FAM/TAMRA fluorescence. AID 493012;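 active means inhibition of at least 40% at 20 µM, with no more than 30% in the related APOBEC3A deaminase screen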;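 further: plate controls were DMSO wells with A3G for no effect and wells lacking A3G enzyme for full effect; some compounds called inactive have numbers as strong as hits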
Target sequence (Q9HC16 whole entry, looked up): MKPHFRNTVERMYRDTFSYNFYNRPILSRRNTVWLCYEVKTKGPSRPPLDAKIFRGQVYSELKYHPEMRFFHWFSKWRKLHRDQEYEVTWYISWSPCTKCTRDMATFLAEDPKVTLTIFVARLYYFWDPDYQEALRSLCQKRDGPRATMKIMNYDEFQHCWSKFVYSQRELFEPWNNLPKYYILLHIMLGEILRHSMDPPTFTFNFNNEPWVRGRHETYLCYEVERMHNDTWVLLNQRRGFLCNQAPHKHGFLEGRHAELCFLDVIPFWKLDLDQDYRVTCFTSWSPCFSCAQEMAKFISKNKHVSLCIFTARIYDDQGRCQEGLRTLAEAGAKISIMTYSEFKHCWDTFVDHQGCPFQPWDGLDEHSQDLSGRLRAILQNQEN
NLRP3 yeast inh: NALP3 inhibition in yeast; Yeast reconstituted NLRP3/ASC/caspase-1, beta-gal luminescence, 24 h; inhibition, % at 10 µM; hit rate 0.39% among 330,000; AID 2825;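 active means inhibition of 50% or more; inactive means inhibition below 50%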;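 further: plate controls were induced DMSO wells for no effect and uninduced yeast grown without galactose for full effect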
mIAP inh: mouse IAP inhibition. purified mouse IAP, CDP-Star luminescence, 30 min. inhibition, % at 10 µM. hit rate 0.2% among 330,000. AID 2806;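 active means inhibition of at least 40% at 10 µM in the primary screen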;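 further: plate controls were DMSO with enzyme for no effect and no enzyme wells for full effect; values of inactives mirror those of a sister screen read the other way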
beta cell repl: induces beta-cell replication in MIN6 cells. MIN6 cells proliferation, ATPlite luminescence, 48 h; cells starved in 0.2% serum; 100% = growth in 10% serum. proliferation, % at 10 µM. hit rate 0.29% among 330,000. AID 2380;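 active means compounds whose signal lies at least 3.5 SD above the mean of all wells on their plate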;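 further: 0% = DMSO-treated cells in low-serum medium and 100% = 10% serum control; some compounds called inactive have numbers as strong as hits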
SENP1 FRET inh: inhibitors of human SENP1 SUMO protease catalytic domain. recombinant SENP1 catalytic domain, CyPet-SUMO1-YPet FRET cleavage. inhibition, % at 10 µM. hit rate 0.21% among 360,000. AID 624204;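 active means inhibition at least 30% at 10 µM, raw YFP signal under a set limit, fluorescence ratio 0.5 to 1.5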;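 further: 0% = enzyme with DMSO and 100% = no enzyme wells; some results filed as inactive read as strong as hits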
Target sequence (Q9P0U3 419-644 limits assumed): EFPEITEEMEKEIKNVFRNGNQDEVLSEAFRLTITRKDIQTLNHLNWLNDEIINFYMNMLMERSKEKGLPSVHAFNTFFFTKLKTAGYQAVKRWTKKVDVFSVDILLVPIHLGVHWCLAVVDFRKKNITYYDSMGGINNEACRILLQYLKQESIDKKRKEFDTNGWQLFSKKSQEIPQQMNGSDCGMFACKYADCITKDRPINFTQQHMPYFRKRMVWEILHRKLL
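Material – human SENP1 catalytic domain · Input – SENP1 enzyme, 20 pM final · Compound dosing – single concentration of 10 µM compound, 0.5% DMSO final · Timing – enzyme reaction for 50 min at room temperature, dark · Measured by – FRET fluorescence in CFP and YFP emission channels · Control set – no-enzyme wells low, DMSO-plus-enzyme wells high control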
APOBEC3A inh: blocks human APOBEC3A ssDNA deamination. P31941. recombinant A3A, FAM/TAMRA ssDNA deamination fluorescence. inhibition, % at 20 µM. hit rate 0.41% among 330,000;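 active means at least 40% inhibition at 20 µM here, with at most 30% in a related deaminase screen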;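 further: plate controls were A3A with DMSO for no effect and wells lacking A3A enzyme for full effect; some results filed as inactive read as strong as hits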
Target sequence (P31941 whole entry, looked up): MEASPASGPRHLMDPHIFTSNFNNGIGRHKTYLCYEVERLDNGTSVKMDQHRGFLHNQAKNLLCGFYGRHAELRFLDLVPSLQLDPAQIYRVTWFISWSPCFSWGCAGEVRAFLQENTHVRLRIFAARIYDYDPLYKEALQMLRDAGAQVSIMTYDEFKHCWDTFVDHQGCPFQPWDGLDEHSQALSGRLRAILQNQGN
Starred values were filed as active, the others as inactive; . = no result given. This is a subset; rates above refer to the full screens.

Structure,mIAP activ,SENP1 FRET inh,beta cell repl,APOBEC3G inh,hIAP inh,NLRP3 yeast inh,mIAP inh,APOBEC3A inh,hIAP activ
O=C(OCc1nnc(-c2ccccc2)o1)c1cccc(S(=O)(=O)N2CCOCC2)c1,0.951,-0.4,-1.5,-8.8,9.2,29.3,4.9,0.0,0.908
NS(=O)(=O)c1ccc(NC(=O)c2ccc(CNS(=O)(=O)c3cc(C(F)(F)F)ccc3Cl)cc2)cc1,1.06,-2.7,-0.4,-1.2,-9.0,5.3,-5.7,-0.2,1.09
O=C(/C=C/c1ccc(N2CCOCC2)cc1)c1ccccc1,1.15,-25.3,-5.1,-14.7,-17.9,7.1,-15.1,-7.8,1.18
Cc1ccc(-n2c(=O)cc(N3CCC(C)CC3)[nH]c2=O)cc1,0.996,-1.9,-1.6,-4.1,2.9,1.8,0.4,0.7,0.971
O=C(Nc1cccc(F)c1)N1CCCC(CNS(=O)(=O)Cc2ccccc2)C1 (configuration not stated),1.19,1.3,-3.8,-6.7,-8.5,15.7,-19.3,-6.4,1.08
CCOc1ccc(NC(=O)/C=C/c2ccccc2)c([N+](=O)[O-])c1,0.922,37.1*,0.0,0.3,-23.6,24.7,7.8,4.1,1.24
CCOC(=O)CSc1nc(C)c2ccc(C)cc2n1,0.952,0.8,-3.0,-4.4,-15.4,21.8,4.8,-13.1,1.15
CC(=O)c1cccc(NC(=O)/C(=C/c2ccco2)NC(=O)c2ccco2)c1,1.11,-8.8,5.6,-10.0,7.4,-4.2,-10.6,-3.1,0.926
COc1ccc(NC(=O)Nc2ccc(Br)cn2)cc1OC,1.2,-0.2,0.7,1.3,-0.4,17.3,-20.1,2.2,1
c1ccc(Oc2nc3ccccc3n3cccc23)cc1,0.969,-0.8,-1.4,-5.7,-27.4,-5.8,3.1,-12.2,1.27
COc1ccc(C2C(C(=O)c3ccc(C)o3)=C(O)C(=O)N2Cc2ccco2)cc1OC (configuration not stated),0.991,-0.7,-1.0,-2.9,-23.9,3.4,0.9,-0.6,1.24
CCn1cc(C(=O)N[C@H](C(=O)NCCO)C(C)C)c(=O)c2cc3c(cc21)OCO3,0.861,6.4,-2.0,-5.5,-6.7,15.3,13.9,-3.4,1.07
CC(=O)c1cccc(NC(=O)COC(=O)c2ccccn2)c1,1.08,0.5,3.3,8.0,-11.2,13.2,-8.1,2.5,1.11
O=C(CCCN1C(=O)/C(=C/c2ccccc2)SC1=S)Nc1ccc(C(=O)O)c(O)c1,0.985,2.1,-2.8,-0.3,0.3,24.5,1.5,1.8,0.997
COc1ccc(Cn2c(=O)n(Cc3ccco3)c(=N)c3c4c(sc32)COC(C)(C)C4)cc1,1.01,-3.5,-3.9,-8.7,-26.6,5.2,-0.8,-1.3,1.27
COc1ccc(OC)c(C(=O)/C=C/c2ccccc2C(F)(F)F)c1,1.06,4.2,-5.6,2.1,9.3,20.6,-5.6,0.5,0.907
COc1ccc(Nc2nnc(SCC3CCCO3)s2)cc1 (configuration not stated),1.14,2.3,-5.5,-4.5,-5.4,-45.6,-13.9,-5.7,1.05
COc1ccc(C2=NN(C(=O)CSc3nnc(-c4ccccc4F)o3)C(c3ccco3)C2)cc1 (configuration not stated),0.931,-1.7,-2.9,-7.2,2.4,4.5,6.9,-1.1,0.976
CCCN(CCC)C(=O)CCSCCC(=O)N(CCC)CCC,0.956,2.7,-0.2,-3.6,4.6,10.5,4.4,-2.1,0.954
O=S(=O)(c1ccc(Cl)cc1)N1CCCC1c1nc(-c2cccc(Cl)c2)no1 (configuration not stated),1.04,-0.4,-4.9,-5.8,9.4,-7.9,-4.4,-4.7,0.906
O=C1CNC(=S)N1CCc1ccc(Cl)cc1,0.903,12.8,-3.1,-8.5,-1.0,6.3,9.7,-4.6,1.01
Oc1ccc[n+](/C=C\c2ccccc2)c1,0.898,-2.2,0.2,-10.2,14.2,9.4,10.2,-4.4,0.858
COC(=O)c1cc(C(=O)OCC(=O)NNC(=O)c2cccs2)cc([N+](=O)[O-])c1,0.955,2.6,0.7,-5.4,16.1,1.9,4.5,-3.3,0.839
COc1ccccc1NS(=O)(=O)c1cc(NC(=O)COc2ccccc2)ccc1N1CCOCC1,1.06,-2.0,-5.9,-3.2,-4.8,-4.1,-5.8,-0.4,1.05
COc1cccc(CN2CC(C(=O)N(C)CCc3ccccc3)CCC2=O)c1 (configuration not stated),0.919,1.4,-1.9,-2.4,12.0,15.9,8.1,0.0,0.88
O=S(=O)(CC(O)CS(=O)(=O)c1ccc(Cl)cc1)c1ccccc1 (configuration not stated),0.823,-0.2,0.1,-5.5,-23.9,0.0,17.7,-1.7,1.24
CN1CCN(CCC=C2c3ccccc3Sc3ccc(S(=O)(=O)N(C)C)cc32)CC1,1.1,2.1,-7.8,0.2,12.0,0.8,-9.8,-0.4,0.88
CCN(CC)CCNC(=O)c1sc2ncn(CC(=O)Nc3ccc(C)c(Cl)c3)c(=O)c2c1C,0.908,-0.2,-5.6,-6.9,8.6,7.7,9.2,-1.4,0.914
Cc1c(Cl)cccc1NC(=O)c1nc(C)n(-c2cc(OC(C)C)c(Cl)cc2Cl)n1,1.05,3.8,-5.8,-1.3,-0.2,11.7,-5.4,1.9,1
CCOc1ccc2nc(N3C(=O)CNC3=S)sc2c1,1.09,1.1,-4.2,5.6,3.3,19.7,-8.6,3.1,0.966
CN(C)CCNc1ncnc2c1sc1nc(-c3ccccc3)c3c(c12)CCCC3,1.05,-57.8,-5.7,-2.4,-18.6,9.3,-4.6,-3.1,1.19
COc1cc2[nH]c(C(=O)NCC3CCCO3)cc2c(OC)c1OC (configuration not stated),0.958,-0.4,-0.8,-7.5,-11.4,4.7,4.2,-4.3,1.11
Cc1cccc(N(CC(=O)NCCSc2nc3ccccc3s2)S(=O)(=O)c2ccccc2)c1,1.26,.,-1.9,-1.9,6.7,-0.9,-26.5,0.5,0.933
Cc1c(CC(=O)N[C@@H](C)C(=O)O)c(=O)oc2c(C)c3occ(-c4ccccc4)c3cc12,0.919,-15.7,-1.4,-2.6,1.1,-3.0,8.1,1.6,0.989
CCOC(=O)[C@H]1[C@H]2COc3ccc(Cl)cc3[C@@H]2N2C(=O)[C@@H](C)NC(=O)[C@@]12C,0.864,0.5,0.9,-7.7,8.4,5.0,13.6,-1.6,0.916
C/C(CC(=O)N1CCN(C=O)CC1)=N\NC(=O)c1ccc([N+](=O)[O-])cc1,0.951,3.5,-1.7,-5.3,2.3,-3.5,4.9,-2.1,0.977
O=C(NC(=O)c1ccccc1)Nc1ccccn1,1.07,2.1,-6.7,-2.0,-5.7,45.2,-7.3,-9.1,1.06
COc1ncccc1C(=O)N1CCCC(N2CCN(c3cccc(Cl)c3)CC2)C1 (configuration not stated),0.897,-0.5,-2.6,-4.6,1.1,6.7,10.3,-4.7,0.989
NCCCC[C@H]1CNC(=O)C(=O)N1CCCCC1CCCCC1,1.06,2.7,4.6,-6.8,17.2,24.6,-5.7,-1.5,0.828
Cn1cc(C(=O)Nc2ccc(Cl)c(Cl)c2)cn1,1.08,0.1,-1.0,0.3,5.9,32.3,-8.4,1.6,0.941
COc1ccc(CCNC(=S)Nc2cccc(C)c2C)cc1,1.12,0.4,-3.9,-1.6,-11.4,11.9,-12.4,-2.7,1.11
Cc1cc(Cl)ccc1OCC(=O)N(Cc1ccco1)C1CCS(=O)(=O)C1 (configuration not stated),1.1,-0.6,-1.1,-4.9,2.2,20.1,-10.4,-6.6,0.978
CN(C)CCCN1C(=O)CSC1c1ccccc1 (configuration not stated),0.926,-0.5,4.7,-4.7,19.5,10.2,7.4,-0.5,0.805
CCOC(=O)C1=C(C)OC(N)=C(C#N)C1c1ccc(OC)c(C)c1OC (configuration not stated),1,1.6,0.5,-3.2,8.3,32.3,-0.4,0.7,0.917
CC(C)(C)NC(=S)Nc1cccc(C(F)(F)F)c1,1.74,2.8,-2.9,-6.6,-2.1,6.0,-73.7,-2.2,1.02
O=C(c1nn2c(C(F)(F)F)cc(-c3cccs3)nc2c1Cl)N1CCCc2ccccc21,0.853,-25.7,-1.7,-4.3,27.0,17.6,14.7,-2.9,0.73
COc1cccc(N2CCN(C(=O)CCc3nnc4ccc(N5CCOCC5)nn34)CC2)c1,1.04,-0.1,-2.5,22.3,-10.2,10.7,-3.6,0.1,1.1
CCCCNC(=S)Nc1ccc(Oc2ccccc2)cc1,2.35*,-0.9,-6.2,-5.1,-10.2,45.8,-134.8,-2.6,1.1
Cc1ccc(C(C(=O)NCc2ccco2)N(C(=O)CNC(=O)c2cccs2)c2ccc(C)cc2C)cc1 (configuration not stated),0.912,2.2,-4.2,-4.1,-8.8,26.7,8.8,-0.8,1.09
Cc1ccc(NC(=O)C(=O)Nc2ccccn2)cc1,0.939,0.7,0.0,-5.7,-0.9,35.9,6.1,2.2,1.01
N#Cc1c(NC(=O)COC(=O)c2ccc(S(=O)(=O)N3CCCC3)cc2)sc2c1CCCCC2,0.917,-6.6,-2.7,-3.0,4.3,11.8,8.3,-1.0,0.957
Cc1ccc(-c2nc(SCC(=O)NCC3CCCO3)c(-c3ccc(C)cc3)[nH]2)cc1 (configuration not stated),1.16,2.3,-5.1,-8.1,-5.5,10.1,-15.5,-2.9,1.05
CSc1ncccc1C(=O)OCC(=O)NCc1ccc2c(c1)OCO2,1,1.1,-1.5,1.3,-21.8,7.5,-0.1,0.2,1.22
